G6PDH CS = L. mesenteroides G6PDH inhibition counter-screen | inhibition, % at 5 µM | Purified L. mesenteroides G6PDH, diaphorase/resazurin coupled fluorescence, 45 min | actives 0.12% (n = 200,000); in the data active means inhibition above about 50%
FLuc act counter = firefly luciferase counter-screen for stimulation assays | ATPlite luciferase biochemical, luminescence, 10 min; 0 = ATP-free wells, 1 = DMSO control | activation factor at 10 µM | 200,000 tested, under 10 active;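 active means luciferase activation factor, scaled between plate controls, of at least 2 with compound at 10 µM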
Target sequence (P08659 whole entry, looked up): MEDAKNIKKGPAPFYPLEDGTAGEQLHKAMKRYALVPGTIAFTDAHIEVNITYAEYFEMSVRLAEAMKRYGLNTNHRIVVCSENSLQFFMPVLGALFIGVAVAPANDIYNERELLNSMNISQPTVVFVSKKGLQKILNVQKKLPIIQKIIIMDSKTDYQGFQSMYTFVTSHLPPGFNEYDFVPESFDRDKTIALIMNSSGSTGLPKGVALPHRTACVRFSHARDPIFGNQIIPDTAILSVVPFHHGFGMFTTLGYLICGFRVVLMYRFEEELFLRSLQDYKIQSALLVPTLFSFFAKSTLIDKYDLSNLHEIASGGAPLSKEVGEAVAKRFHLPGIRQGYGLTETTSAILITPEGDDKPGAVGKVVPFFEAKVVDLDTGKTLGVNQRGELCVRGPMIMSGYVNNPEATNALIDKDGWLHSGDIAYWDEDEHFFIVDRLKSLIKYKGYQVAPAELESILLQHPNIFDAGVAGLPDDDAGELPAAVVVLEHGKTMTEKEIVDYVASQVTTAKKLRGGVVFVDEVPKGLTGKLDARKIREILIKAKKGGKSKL
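Material: Luciferase/luciferin reagent mix | Doses: Test compounds dosed from 2 mM stocks in 100% DMSO | Timing: 10 min incubation after luciferase reagent addition, room temperature | Measured by: Luminescence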
FLuc inhib CS = counter-screen for luciferase assay inhibitors: firefly luciferase inhibition; P08659; ATPLite firefly luciferase biochemical luminescence, 10 min; inhibition, % at 10 µM; actives 1.5% (n = 200,000);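 active means inhibition above about 50% when tested at 10 µM, limit read from the data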
APP 5'UTR act = APP 5'UTR luciferase reporter activation | SH-SY5Y APP 5'UTR luciferase reporter, luminescence; zero percent = DMSO vehicle wells | activation, % at 2 µM | actives 1% (n = 190,000) | AID 1276;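 active means activation above a set limit, based on mean plus 3 SD of controls, cut at about 140% in these data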; further: values of inactives mirror those of a sister screen read the other way
Hsp70 activator = transcriptional activators of Hsp70. HeLa Hsp70 promoter luciferase reporter, luminescence; scaled: vehicle 0, proteasome-inhibitor control 100%. activation, % at 10 µM. actives 0.04% (n = 200,000). AID 1203;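 active means activation above the mean across all tested compounds plus 3 SD, cutoff set per campaign, cut at about 5.5% in these data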;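 further: 100% = MG132 at 30 µM as the positive control and 0% = DMSO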
DTT redox prof = compounds producing H2O2 with reducing agent – biochemical, NIH compound library profiling, artefact control for MLSCN library redox annotation, primary screen; DTT-dependent redox cycling H2O2, phenol red/HRP absorbance; 100% = 100 µM peroxide control, 0% = buffer; AID 878; activation, % at 10 µM; actives 0.03% (n = 200,000);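 active means activation of at least 50% relative to the plate's high and low controls in the primary single-dose screen; inactive means activation below 50%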;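 further: compound incubated with DTT at 0.8 mM final as the reducing agent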
APP transl inh = APP translation inhibition; actives 0.82% (n = 190,000); inhibition, % at 2 µM; SH-SY5Y APP 5'UTR-luciferase reporter, luminescence; AID 1285;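 active means inhibition above a set limit, derived from the sample mean plus 3 SD, cut at about 45% in these data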; further: values of inactives mirror those of a sister screen read the other way
STAT1 act = STAT1 signaling activation. NIH 3T3 STAT1-luciferase reporter, IFN-gamma, luminescence; 100% = IFN-gamma alone, no compound. activation (% of control), % at 5.5 µM. actives 2.6% (n = 200,000);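 active means activation above the screen-wide mean activation plus 3 SD, cut at about 130% in these data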;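 further: raw ratio to IFN-gamma control signal so 100% means no change and 0% no light; values of inactives mirror those of a sister screen read the other way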
Efa HMGR inh = blocks class II HMG-CoA reductase of Enterococcus faecalis. inhibition, % at 10 µM. actives 0.41% (n = 190,000). AID 1066. purified E. faecalis HMGR, NADPH absorbance 340 nm kinetic;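 active means inhibition above a set limit, the median over all tested compounds plus 3 SD, cut at about 9.5% in these data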;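 further: enzyme runs in reverse so mevalonate oxidation gives rising NADPH absorbance; 0% = complete reaction with DMSO and 100% = background rate lacking mevalonate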
NF-kB expr up = compounds increasing NF-kB expression in human neuronal cells; NF-kB reporter expression; hits give high values; fold change at 12.5 µM; actives 1.6% (n = 190,000); AID 1239; in the data active means fold change above about 3.3
* hit, by the source's call; / = not tested or not shown. Hits appear at their usual frequency; about 5.3% have a hit in one of these screens.

The opening four entries (preview)
SMILES	G6PDH CS	FLuc act counter	FLuc inhib CS	APP 5'UTR act	Hsp70 activator	DTT redox prof	APP transl inh	STAT1 act	Efa HMGR inh	NF-kB expr up
O=c1[nH]cnc2cc(Cl)ccc12	3	1	-2	7	0.2	-0.1	-7	105	-5	1.2
CC(Sc1ccccc1)C(=O)Nc1ccc(N2CCOCC2)cc1 (centres undefined)	12	1	-3	/	-0.3	-0.5	/	103	-6	1.3
CC(=O)Nc1ccc2c3c(cccc13)CC2	/	/	/	-7	0.0	-1.8	7	99	/	/
Cn1nc(C(=O)NC2CCCCCC2)ccc1=O	30	1.2	-20	5	0.0	2.3	-5	102	1	1

Results, repeating the preview:
SMILES	G6PDH CS	FLuc act counter	FLuc inhib CS	APP 5'UTR act	Hsp70 activator	DTT redox prof	APP transl inh	STAT1 act	Efa HMGR inh	NF-kB expr up
O=c1[nH]cnc2cc(Cl)ccc12	3	1	-2	7	0.2	-0.1	-7	105	-5	1.2
CC(Sc1ccccc1)C(=O)Nc1ccc(N2CCOCC2)cc1 (centres undefined)	12	1	-3	/	-0.3	-0.5	/	103	-6	1.3
CC(=O)Nc1ccc2c3c(cccc13)CC2	/	/	/	-7	0.0	-1.8	7	99	/	/
Cn1nc(C(=O)NC2CCCCCC2)ccc1=O	30	1.2	-20	5	0.0	2.3	-5	102	1	1
O=C(NN=C1CCCCCCCCCCC1)c1ccccc1F	9	1	-5	57	-0.2	-0.2	-57	123	-3	1.7
O=c1c(Cc2ccccc2O)c(O)nc2n1CCCS2	-18	1	-5	1	-0.1	-2.5	-1	92	-1	0.81
CC1CCCC(C)N1C(=O)CSc1nnc(COc2ccccc2)n1-c1ccccc1 (centres undefined)	5	1	-3	1	-0.4	-0.2	-1	96	-2	0.91
Cc1cccc(NCCC(=O)c2ccc(Br)cc2)c1	2	1	0	19	-0.1	-7.4	-19	93	-2	1.2
O=C(COC(=O)c1ccc2[nH]c3c(c2c1)CCCC3)Nc1ccccc1	-2	1	-2	0	1.2	/	0	93	-3	1.3
COC(=O)C1=CN(C)C=C(C(=O)OC)C1c1ccc(O)c(OC)c1	-1	1	2	-1	-0.3	0.8	1	99	-1	1
CC(=O)c1ccc(N2CCN(C(=O)c3nn(Cc4ccccc4)c(=O)c4ccccc34)CC2)cc1	1	1	-2	12	-0.5	-0.6	-12	83	0	0.52
Cc1ccccc1N1C(=O)C(Oc2ccc(Cl)cc2)C1CNC(C)(C)C (centres undefined)	10	1	-4	-22	-0.3	-0.6	22	93	-7	1.1
Cc1ccc(OCC(=O)Nn2cnc3ccccc32)cc1	4	1	0	-4	0.8	-5.0	4	104	4	1.2
COc1ccc(N/C=C2/CCCCC2=O)cc1	16	0.8	16	5	1.9	3.2	-5	119	-4	0.91
Cn1c(SCc2nc3ccccc3[nH]2)nnc1-c1ccccn1	9	1.1	-7	-2	-0.4	3.5	2	94	-1	0.92
COc1ccc(-n2nc3c(c2NC(=O)c2c(F)cccc2Cl)CS(=O)C3)cc1 (centres undefined)	-5	1.1	-6	1	-0.2	-1.0	-1	100	3	0.88
CC(C)c1ccccc1NC(=O)COC(=O)/C=C/c1cccc([N+](=O)[O-])c1	-27	1.1	-6	-2	-0.4	0.7	2	98	-14	1.2
COc1cc(OC)c(OC)cc1CN1CCN(S(=O)(=O)c2ccc(NC(C)=O)cc2)CC1	32	1.1	-9	22	-0.4	0.1	-22	102	-1	0.93
CCc1nnc(NC(=O)CSc2nnc3c4ccccc4n(C)c3n2)s1	3	1	1	8	0.0	-1.4	-8	96	1	1.1
Cc1ccc(S(=O)(=O)/N=S(\C)CC2CC2(Cl)Cl)cc1 (centres undefined)	18	1	-1	/	-0.6	-0.7	/	106	-6	1
CCOc1cc(CNCC(C)C)c(Cl)cc1OCC(=O)Nc1ccccc1	-5	1.1	-5	-1	0.0	-1.2	1	95	0	/
FC(F)(F)c1ccc(CN2CCCCCC2)cc1	2	1.1	-6	-8	0.2	-17	8	99	2	1.2
CC(C)NS(=O)(=O)c1ccc(OCC(=O)NCc2ccccc2)cc1	11	1.1	-9	-2	-0.4	-5.3	2	110	-7	0.94
CCOC(=O)N/N=C(/C)c1cccc(-n2cnnn2)c1	-1	1.1	-11	1	0.0	-0.1	-1	95	1	0.96
O=C(c1ccccc1)N1CCN(Cc2cccc(Oc3ccccc3)c2)CC1	5	1	-4	-10	-0.2	0.1	10	99	-6	1.2

A draw from above in order of SMILES length, highest first:
SMILES	G6PDH CS	FLuc act counter	FLuc inhib CS	APP 5'UTR act	Hsp70 activator	DTT redox prof	APP transl inh	STAT1 act	Efa HMGR inh	NF-kB expr up
CC(C)NS(=O)(=O)c1ccc(OCC(=O)NCc2ccccc2)cc1	11	1.1	-9	-2	-0.4	-5.3	2	110	-7	0.94
CCOC(=O)N/N=C(/C)c1cccc(-n2cnnn2)c1	-1	1.1	-11	1	0.0	-0.1	-1	95	1	0.96
O=c1[nH]cnc2cc(Cl)ccc12	3	1	-2	7	0.2	-0.1	-7	105	-5	1.2

Next records follow:
SMILES	G6PDH CS	FLuc act counter	FLuc inhib CS	APP 5'UTR act	Hsp70 activator	DTT redox prof	APP transl inh	STAT1 act	Efa HMGR inh	NF-kB expr up
CC(=O)Nc1ccc(C(=O)N(C)C(C(=O)Nc2ccccc2)c2ccccn2)cc1 (centres undefined)	2	1.1	-6	-12	-0.5	-0.3	12	96	-1	1
Cc1nn(Cc2ccccc2)c2c1C(c1cccc(Cl)c1)C(C#N)=C(N)O2 (centres undefined)	39	1.1	-8	-4	0.5	0.1	4	90	-4	1.1
CCOC(=O)c1cnc(SC)nc1Sc1ccccc1	2	1.1	-9	-8	-0.4	0.1	8	97	0	1.1
Cc1ccc(-c2noc(CCC(=O)N3CCCC3)n2)cc1	5	1	-4	11	-0.2	-0.6	-11	109	-5	1.9
C=C(C)COc1ccc(-c2[nH]ncc2Oc2ccccc2OC)c(O)c1	13	1	-2	-11	-0.1	0.1	11	94	-6	1.3
Cc1ccc(NC(=O)c2c(-c3c(F)cccc3Cl)noc2C)cc1F	14	1	-2	1	-0.1	-1.2	-1	98	0	0.86
Cc1cc(N2CCN(c3cccc(C(F)(F)F)c3)CC2)n2ncnc2n1	1	1.1	-6	5	0.0	-2.1	-5	94	1	0.89
Brc1cccc(CN2CCCCCCC2)c1	-6	1.1	-6	/	-0.1	0.9	/	95	2	1.1
CC(C)(C)c1ccc(C(=O)c2c[nH]c(C(=O)NCCCN3CCOCC3)c2)cc1	-17	1	1	/	-0.1	2.4	/	98	-6	1
O=C(NC1CCCCC1)C1CCCN1C(=O)NCc1ccccc1 (centres undefined)	2	1.1	-10	2	-0.2	2.9	-2	106	2	1.1
COc1cc(/C=N/Nc2ncnc3sc4c(c23)CCC4)ccc1O	7	0.9	13	10	-0.1	0.0	-10	89	-3	0.75
CN1CCN(Cc2cc(COCc3ccccc3)c3cccnc3c2O)CC1	18	1	-1	-72	-0.3	0.0	72*	107	-3	5.3*
CCOC(=O)C1CCCN(c2ncnc3c2[nH]c2cccc(OC)c23)C1 (centres undefined)	-1	1	2	-1	-0.3	0.0	1	96	-1	0.97
CCc1nnc(NC(=O)c2cc(-c3cccnc3)nc3ccccc23)s1	0	1	-4	-5	-0.2	0.0	5	89	-5	0.94
Cc1ccccc1N1CCN(C(=O)c2ccccc2NC(=O)c2ccccc2C(=O)O)CC1	4	1.1	-6	-1	-0.3	-0.2	1	102	-5	0.96
Cc1nn(CC(=O)Nc2ccccn2)c(=O)c2ccccc12	1	1.1	-7	22	0.8	0.7	-22	96	4	1.2
O=C(NCc1cccnc1)c1cccn1-c1ncc(C(F)(F)F)cc1Cl	-5	1.1	-7	-4	0.2	-0.5	4	97	-3	1.2

Sorted by value in APP 5'UTR act (low to high): three from the list above.
Structure | APP 5'UTR act | Hsp70 activator | DTT redox prof | APP transl inh | STAT1 act | Efa HMGR inh | NF-kB expr up
CCOC(=O)c1cnc(SC)nc1Sc1ccccc1 | -8 | -0.4 | 0.1 | 8 | 97 | 0 | 1.1
CCc1nnc(NC(=O)c2cc(-c3cccnc3)nc3ccccc23)s1 | -5 | -0.2 | 0.0 | 5 | 89 | -5 | 0.94
Cc1ccc(NC(=O)c2c(-c3c(F)cccc3Cl)noc2C)cc1F | 1 | -0.1 | -1.2 | -1 | 98 | 0 | 0.86
